# Source: PubChem BioAssay
# GSK3A inh: inhibitors of human GSK-3 alpha kinase | P49840 | ADP-Glo luminescence, 60 min | inhibition, % at 10 µM | 320,000 tested, 0.1% active | AID 2650;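 in the data active = inhibition above about 50%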;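 also: GST-tagged GSK-3 alpha with peptide substrate and 25 µM ATP; 0% = DMSO neutral wells and 100% = GW8510 positive control wells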
# Target sequence (P49840 whole entry, looked up): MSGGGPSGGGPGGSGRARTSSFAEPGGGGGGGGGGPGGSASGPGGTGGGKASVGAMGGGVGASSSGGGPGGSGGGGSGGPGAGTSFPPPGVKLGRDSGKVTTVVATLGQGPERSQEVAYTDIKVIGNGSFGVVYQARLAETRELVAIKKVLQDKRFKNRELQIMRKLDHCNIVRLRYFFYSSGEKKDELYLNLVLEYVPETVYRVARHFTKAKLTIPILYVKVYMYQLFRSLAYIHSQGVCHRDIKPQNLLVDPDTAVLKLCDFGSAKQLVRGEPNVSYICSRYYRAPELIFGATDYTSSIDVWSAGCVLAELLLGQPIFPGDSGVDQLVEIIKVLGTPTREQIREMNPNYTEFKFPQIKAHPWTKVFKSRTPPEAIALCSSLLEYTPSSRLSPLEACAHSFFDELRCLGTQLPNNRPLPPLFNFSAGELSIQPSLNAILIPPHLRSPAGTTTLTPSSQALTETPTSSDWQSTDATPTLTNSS
# The depositor's hits bear a star.
SMILES,GSK3A inh
COc1cc2sc(-c3ccc(S(C)(=O)=O)cc3)c(C#CCO)c2cc1OC,18.4
CCOC(=O)C1=C(C)NC(C)=C(C(=O)OCC)C1C(=O)OCC(=O)N(C)Cc1ccccc1,4.8
CC[C@@]1(C(=O)OC)N[C@H](CN(C)S(=O)(=O)c2ccc(-c3ccccc3)cc2)[C@@H]2C(=O)N(C)C(=O)[C@@H]21,3.4
COc1ccc(CN(C)C(=O)C2CCN(C(=O)Nc3ccccc3)CC2)cc1OC,-3.2
O=C(CCc1nc2ccccc2c(=O)[nH]1)Nc1nnc(SCc2ccccc2F)s1,7.6
COc1cc2c(cc1OC)CN(C(=O)CCNC(=O)c1ccccc1Cl)CC2,-0.6
COc1ccc([C@H]2CC(=O)C=C(c3ccc(OC)c(OC)c3)C2)cc1,-1.0
CCOC(=O)[C@H]1[C@H]2COc3cc(OC)ccc3[C@@H]2N2C(=O)c3cc(C)ccc3NC(=O)[C@@]12C,-1.5
CCC(=O)C(C#N)(c1ccc(OC)c(OC)c1)C(C)C (stereo not drawn),-2.6
O=C1C=C(c2cccc(Cl)c2)C[C@@H](c2ccc(Cl)cc2)C1,-1.8

# Part of the list above, with each value named:
O=C1C=C(c2cccc(Cl)c2)C[C@@H](c2ccc(Cl)cc2)C1
  GSK3A inh: -1.8

COc1ccc([C@H]2CC(=O)C=C(c3ccc(OC)c(OC)c3)C2)cc1
  GSK3A inh: -1.0

COc1ccc(CN(C)C(=O)C2CCN(C(=O)Nc3ccccc3)CC2)cc1OC
  GSK3A inh: -3.2

COc1cc2c(cc1OC)CN(C(=O)CCNC(=O)c1ccccc1Cl)CC2
  GSK3A inh: -0.6

# Carrying on:
SMILES,GSK3A inh
Cc1cccc(OCC(=O)N(Cc2ccccc2)c2c(N)n(Cc3ccccc3)c(=O)[nH]c2=O)c1,1.2
O=C(CSc1nnc(C2CC2)n1C1CC1)c1ccc(F)cc1,-1.6
O=C(COC(=O)c1ccco1)NNC(=O)c1ccc(Cl)cc1,1.0
Cn1ccnc1SCC(=O)Nc1cccc(C#N)c1,-1.6
Cc1cccc(NC(=O)CNC(=O)c2cccc(S(=O)(=O)NCc3cccs3)c2)c1C,-0.3
O=C(OCc1ccc([N+](=O)[O-])cc1)C1CC(=O)N(Cc2ccccc2)C1 (stereo not drawn),-1.8
CC(Oc1ccc(C(C)(C)C)cc1)C(=O)NCC(c1ccco1)N1CCCC1 (stereo not drawn),-2.1
COC(=O)C(C)(N)Cc1ccc(O)cc1 (stereo not drawn),3.5
CC(C)n1nccc1NS(=O)(=O)c1ccccc1,-0.6
C[C@H](CO)N1C[C@H](C)[C@@H](CN(C)C)Oc2c(NS(=O)(=O)c3cn(C)cn3)cccc2C1=O,-2.1

# The listing continues.
SMILES,GSK3A inh
CC(Sc1nncn1C)C(=O)NCCC1=CCCCC1 (stereo not drawn),-0.7
CC(=O)Nc1ccc(OCC(=O)Nc2ccc(Cl)c(S(=O)(=O)N3CCOCC3)c2)cc1,-1.1
COc1ccc(S(=O)(=O)N(C)Cc2ccc3c(c2)OCCO3)cc1,-1.2
CCCCN(C(=O)c1cccs1)c1c(N)n(Cc2ccccc2)c(=O)[nH]c1=O,0.0
CCOC(=O)c1[nH]c(C)c(C(=O)OCC(=O)NC(C)c2ccc(F)cc2)c1C (stereo not drawn),-1.4
O=C(COc1ccc([N+](=O)[O-])cc1Cl)N1CCc2ccccc21,-1.0
Cc1cc(NC(=O)CN2C(=O)NC(C)(CC(C)C)C2=O)no1 (stereo not drawn),-1.4
COc1ccc(NC(=O)CSc2nc(N)cc(N)n2)cc1S(=O)(=O)N1CCCCC1,-1.9
C[C@H](NC(=O)c1[nH]cnc1C(=O)Nc1ccccc1)c1ccccc1,-1.1
CCCN(CC(=O)Nc1ccccc1C)C(=O)c1cn2ccccc2n1,-1.8

# More entries follow.
SMILES,GSK3A inh
COc1ccc(OCCCC(=O)Nc2ccc(S(=O)(=O)N3CCOCC3)cc2)cc1,-2.2
CC(=O)NC12CC3CC(C1)CC(C(=O)N1CCN(C(=O)c4ccco4)CC1)(C3)C2,-0.4
CCN(Cc1ccc2c(c1)OCCO2)S(=O)(=O)c1ccc(NC(C)=O)cc1,13.7
COCCCn1c(C)cc(C(=O)CN2c3cccc4cccc(c34)S2(=O)=O)c1C,-2.5
O=C(O)CCC(=O)OCc1c(-c2ccccc2)ncc2ccccc12,-3.0
Cn1c(N)c(C(=O)COC(=O)/C=C/c2ccc(Cl)cc2)c(=O)n(C)c1=O,0.2
CCOc1ccc(S(=O)(=O)Nc2cccc(C(=O)NCCCN3CCOCC3)c2)cc1,-1.0
CCOC(=O)C(Cc1ccc(NC(C)=O)cc1)N1C(=O)c2ccccc2C1=O (stereo not drawn),12.9
CC1CC(=O)Nc2ccccc2N1C(=O)COc1ccc2ccccc2c1 (stereo not drawn),0.7
O=C(COC(=O)c1c[nH]c2ccccc12)Nc1cccc(F)c1,-1.7

# The listing continues.
SMILES,GSK3A inh
CCOC(=O)C1CCN(C(=O)COc2ccc(C(=O)c3ccccc3)cc2)CC1,-2.2
O=C(COC(=O)c1cccc(OC(F)F)c1)Nc1cccc(S(=O)(=O)N2CCCC2)c1,-2.9
O=C(NS(=O)(=O)N1CCCC1)C1=C(N2CCCC2)COC1=O,-1.2
CCCn1c(SCC(=O)N(C2CCCCC2)C2CCS(=O)(=O)C2)n[nH]c1=O (stereo not drawn),-1.7
Cc1ccc(CN2[C@@H](Cc3ccccc3)C(=O)CS2(=O)=O)cc1,-4.7
O=C(CCCNC(=O)c1ccc(Cl)cc1)Nc1ccc(F)c(S(=O)(=O)N2CCOCC2)c1,-0.5
CC(Oc1ccc(Cl)cc1)C(=O)Nc1ccccc1N1CCOCC1 (stereo not drawn),-3.9
Nc1cc(=O)[nH]c(SCC(=O)Nc2ccc(S(=O)(=O)N3CCCC3)cc2)n1,-3.5
O=C(C[n+]1cccc(C(=O)N/N=C/c2ccc(Br)cc2)c1)c1ccccc1,4.5
CC(=O)c1c(C)[nH]c(C(=O)OCc2csc(CC(=O)Nc3ccccc3C)n2)c1C,0.3

# Additional entries
SMILES,GSK3A inh
Cc1nc2ccccc2n1CC(=O)c1ccc(O)c(O)c1,-6.1
COc1ccc([C@H]2CC(=O)C=C(c3ccc(C)c(F)c3)C2)cc1,0.1
CN(Cc1cccs1)C(=O)c1cc(S(=O)(=O)N2CCOCC2)ccc1N1CCCC1,-2.7
COc1ccc(C(=O)OC(C)C(=O)NC2CCCC2)cc1S(=O)(=O)N1CCOCC1 (stereo not drawn),-3.3
CCCn1nc(C(=O)Nc2cccc(S(=O)(=O)N(C)c3ccccc3)c2)c2ccccc2c1=O,-3.7
O=C(OCC(=O)N1CCN(C(=O)c2ccco2)CC1)c1ccc(Cl)nc1,0.1
CCN1C(=NCc2cc(OC)c(OC)c(OC)c2)N[C@@H](c2ccccc2)C(C(=O)OC)=C1C,-0.9
COc1cc(-c2ccc3oc(-c4cccc(C)c4)c(C#CC4(O)CCCCC4)c3c2)cc(OC)c1OC,0.3
C#CCOCCOCCOCCNc1nc(N2CCN(C(=O)[C@H]([C@@H](C)CC)n3cc(CCCCN)nn3)CC2)nc(N2CCN(C(=O)[C@H]([C@@H](C)CC)n3cc(CCCN=C(N)N)nn3)CC2)n1,5.0
CC1(C(=O)Nc2ccc(S(=O)(=O)Nc3ncccn3)cc2)CCCC1,-0.8

# Next results.
SMILES,GSK3A inh
Cc1cccc(NC(=O)CN2CCN(C(=O)c3oc4c(Cl)cccc4c3C)CC2)c1C,0.5
O=C(CNC(=O)c1ccc(-c2ccccc2)cc1)Nc1cccc(CO)c1,-3.2
CCc1ccc(NC(=O)C(C)OC(=O)/C=C/c2ccc(O)c(OC)c2)cc1 (stereo not drawn),-1.4
CCN(CC)C(CNC(=O)CSc1nnnn1-c1cccc(F)c1)c1ccco1 (stereo not drawn),-1.5
CN1CCN(C(=O)CCN2C(=O)/C(=C\c3ccc(F)cc3)SC2=S)CC1,-2.3
NC(=O)C1CCN(c2nc3ccccc3nc2NS(=O)(=O)c2ccc(Br)cc2)CC1,-2.1
CCCN(C(=O)c1ccc([N+](=O)[O-])c(C)c1)c1c(N)n(Cc2ccccc2)c(=O)[nH]c1=O,5.0
Cc1nnc(SCC(=O)N2CCN(c3cccc(Cl)c3)CC2)n1C1CC1,2.3
C=CC[C@H](CC(=O)N(CCO)Cc1ccccc1)C(=O)N[C@@H](C)COC(=O)[C@@H](CC=C)Cc1ccc(F)cc1,2.2
COc1ccc(NC(=O)c2ccccc2NC(=O)CN2CCCCCC2)cc1,2.4

# (continued)
SMILES,GSK3A inh
O=C(CN1c2cccc3cccc(c23)S1(=O)=O)NCc1ccc(Cl)cc1,18.4
COc1ccc(CCC(=O)OCC(=O)NCc2ccccc2)cc1,-1.0
CCC(C)NC(=O)CSc1ccc(S(=O)(=O)N(C)C2CCCCC2)cn1 (stereo not drawn),-4.7
CC[C@H](C)C(N)c1cn(C(CCCN=C(N)N)C(=O)N2CCNCC2)nn1 (stereo partly drawn),0.3
Cc1noc(C)c1S(=O)(=O)Nc1ccc2c(c1)C(=O)N([C@H](C)CO)C[C@H](C)[C@@H](CN(C)C(=O)NC1CCCCC1)O2,-0.4
O=C(NNC(=O)c1ccc2nc[nH]c2c1)c1ccccc1,-1.3
Cc1cc2c(cc(C(=O)OC(C(=O)NC3CCCCC3)C(C)C)n2C)o1 (stereo not drawn),1.1
Cc1ccccc1NC(=O)CN1C(=O)NC2(CCc3ccccc32)C1=O (stereo not drawn),-1.0
COc1ccc2c(c1)[C@H]1[C@H](CO2)[C@H](c2ccccc2)[C@]2(C)C(=O)N[C@H](C)C(=O)N12,-1.4
CCN(CC)CCCN=C1N[C@@H](c2cccc(F)c2)C(C(=O)OC)=C(C)N1Cc1ccccc1,1.9

# Continued.
SMILES,GSK3A inh
CC(=O)N1CC(C(=O)Nc2ccc3c(c2)OCO3)Oc2ccccc21 (stereo not drawn),4.2
O=C(/C=C/c1ccc(F)cc1)OCC(=O)c1ccc[nH]1,0.4
COc1ccc(CN(C)C(=O)C2CSC3(C)CCC(=O)N23)cc1OC (stereo not drawn),1.4
CC(OC(=O)c1ccccn1)C(=O)Nc1ccc2c(c1)OCCO2 (stereo not drawn),0.4
O=C(c1cccs1)N1CC=C(c2ccccc2)CC1,6.2
CC[C@@]1(C(=O)OC)N[C@H](CN(C)C(=O)Nc2ccc(C(F)(F)F)cc2)[C@@H]2C(=O)N(Cc3ccccc3)C(=O)[C@@H]21,-4.0
CC(OC(=O)C1CCCC1)C(=O)Nc1ncc(Cl)cc1Cl (stereo not drawn),-0.4
O=C(Cn1ncc(Cl)c(Cl)c1=O)NC1CCCCC1,-1.5
COc1ccc(CCNC(=O)COC(=O)c2ccc(C)s2)cc1OC,-1.0
Cc1ccc(S(=O)(=O)N2CCOCC2)cc1C(=O)OCC(=O)NCCc1ccccc1,-5.7

# Remaining list, next part
SMILES,GSK3A inh
CC1CCCCC1NC(=O)COC(=O)c1cc(=O)[nH]c2ccccc12 (stereo not drawn),-1.0
O=[N+]([O-])c1cccc(S(=O)(=O)N2CN(c3ccc(Br)cc3)c3nc4ccccc4nc32)c1,-2.3
Cc1cccc(-n2c(SCC(=O)N3CCN(c4ccccn4)CC3)nnc2N2CCOCC2)c1,-2.1
Cc1noc(C)c1NC(=O)N(C)C[C@H]1Oc2c(NC(=O)Nc3ccccc3)cccc2C(=O)N([C@H](C)CO)C[C@@H]1C,1.0
Cc1cc(OCC(=O)Nc2cccc(S(=O)(=O)N3CCCCC3)c2)ccc1Cl,-9.1
CCN(CC(=O)Nc1ccc2c(c1)OCO2)CC(=O)Nc1ccccc1C(F)(F)F,-0.9
N#Cc1ccc(CN2CCN(C(=O)c3ccc(S(=O)(=O)NCc4ccco4)cc3)CC2)cc1,-3.5
Cc1ccc(OCCOC(=O)c2cccc(S(=O)(=O)N3CC(C)OC(C)C3)c2)cc1 (stereo not drawn),1.0
CCCn1c(N)c(C(=O)CSc2nnc(Cc3cccs3)n2C2CC2)c(=O)n(C)c1=O,-0.9
Cc1ccnc2nc(C(=O)OC(C)C(=O)NCc3ccccc3)nn12 (stereo not drawn),-0.8

# (continued)
SMILES,GSK3A inh
COc1cc(/C=C/C(=O)OCC(=O)c2ccccc2)cc(OC)c1OC,0.0
CC(=O)c1cccc(NC(=O)COC(=O)c2ccc3c(c2)OCO3)c1,1.6
C[C@H](CO)N1C[C@H](C)[C@@H](CN(C)Cc2ccccc2)Oc2c(NC(=O)C3CC3)cccc2C1=O,0.0
Cc1nn(-c2ccccc2)c(Cl)c1C(=O)NNC(=O)c1ccccc1O,0.8
O=C(CCS(=O)(=O)c1ccc(Cl)cc1)NC1CCCC1,-1.5
CC(C)C[C@H]1CN=C(N(C)C)N1CC1CCCC1,-5.4
O=C(NCCOc1ccccc1)c1ccccc1SCC(=O)N1CCCC1,-0.3
CCN(C[C@H]1N[C@@](C)(C(=O)OC)[C@H]2C(=O)N(Cc3ccccc3)C(=O)[C@@H]12)S(=O)(=O)c1ccc(OC)cc1,-1.7
O=C(NCC1COc2ccccc2O1)C1CCC(CNc2c(N3CCCCC3)c(=O)c2=O)CC1 (stereo not drawn),-4.4
CC(C)CC1NC(=O)N(CC(=O)Nc2cc([N+](=O)[O-])ccc2F)C1=O (stereo not drawn),-5.5

# (list continues)
SMILES,GSK3A inh
COc1ccc(NC(=O)CN2CCN(S(=O)(=O)c3cccs3)CC2)cc1Cl,-0.6
Cc1ccc(S(=O)(=O)N2CCCCC2)cc1NC(=O)Cn1ncc(Cl)c(Cl)c1=O,0.3
Cc1ccc(OCCC(=O)Nc2ccc(S(=O)(=O)Nc3nccs3)cc2)cc1,-24.8
O=C1C(=O)N(CCCn2ccnc2)C(c2ccc([N+](=O)[O-])cc2)/C1=C(\O)c1ccc2c(c1)OCCO2 (stereo not drawn),-3.7
COc1cc(C(=O)COC(=O)c2ccco2)cc(OC)c1OC,-1.6
COc1cc(CCC(=O)NC2(C)CCS(=O)(=O)C2)cc(OC)c1OC (stereo not drawn),-4.0
COc1ccc(C)cc1-n1nnnc1SCC(=O)NC1CCS(=O)(=O)C1 (stereo not drawn),0.8
O=C(COC(=O)c1c(Cl)cccc1Cl)NCc1cccs1,-0.8

# These rows are one share of the data; rates above refer to the full screens.
